Screening results from PubChem BioAssay.
Lipid droplet: modulators of hepatic lipid droplet formation; AML12 mouse hepatocytes, oleate lipid droplets, BODIPY imaging; inhibition, % at 6.5 µM; 240,000 tested, 0.4% active;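 active = lipid droplet intensity inhibited by at least 50%, with more than 500 cells counted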
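Material – AML12 mouse liver cells · Also added – oleate loading, 100 µM · Compound dosing – 6.5 µM single-point dosing · Times – overnight treatment with compound plus oleate · Measured by – fluorescence imaging, 20x objective, two fields per well · Read-out – percent inhibition of filter-corrected integrated lipid droplet intensity per well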
Lipid droplet cells 6.5 µM: further read-out of Lipid droplet, marked with its call; cell count; measured here: cell count, cytotoxicity flag;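 cells counted across two imaged fields per well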
* = called active by the depositor. An excerpt; the hit share may differ from the screen's.

Below each compound – Lipid droplet, Lipid droplet cells 6.5 µM
> CCOC(=O)c1ccc(NC(=S)NC(=O)C2CCCC2)cc1
 : -12, 813
> S=C(NCC1CCCO1)c1ccc(Br)cc1 (stereo not given)
 : -20, 793
> O=C(c1cccc(-c2ccccc2)c1)N1CC[C@@H](N2CCC(O)CC2)[C@H](O)C1
 : 4, 759
> COc1ccc(-n2nc3c(c2NC(=O)c2ccco2)CS(=O)(=O)C3)cc1
 : 14, 785
> CSc1ccccc1NC(=O)c1ccc2c(c1)CCN2S(C)(=O)=O
 : -5, 786
> CCCNc1c(NS(=O)(=O)c2ccc(C3CCCCC3)cc2)c(=O)oc2ccccc12
 : 4, 686
> CCOC(=O)C1CCCN(S(=O)(=O)c2c(C(=O)N3CCCCC3)c(C)n(C)c2C)C1 (stereo not given)
 : 7, 745
> CCC(=O)Nc1ccc(S(=O)(=O)Nc2c(NC)c3ccccc3oc2=O)cc1
 : 19, 693
> COc1ccc(CCCc2nnc(SCC(=O)NN)o2)c(C)c1
 : 2, 739
> O=C(Cn1nnc(-c2ccccc2)n1)NNC(=O)c1cccc([N+](=O)[O-])c1
 : 2, 823
> COCCCNc1nc2cc(OC)c(OC)cc2c2nc(-c3ccccc3)nn12
 : 22, 766
> O=C(N/N=C/c1ccccc1O)C1CCCC1
 : -5, 693
> Cc1ccc(C)c(OCC(=O)Nc2ccccc2N2CCCC2)c1
 : -14, 839
> O=C(NC1CC1)c1cc2ccccc2o1
 : 6, 861
> CCC(C)c1ccc(NS(=O)(=O)c2c(C)[nH]c(=O)[nH]c2=O)cc1 (stereo not given)
 : 6, 729
> COc1ccc(Nc2nc(C)nc3c2oc2ccccc23)c(OC)c1
 : -36, 392
> CC(=O)Nc1ccc(C2(c3ccc(NC(C)=O)cc3)NC(=O)c3ccccc32)cc1
 : -2, 828
> COc1ccc(/C=C2/NC(=O)CNC2=O)cc1
 : -1, 872
> CCOC(=O)Nc1ccc2c(COC(=O)c3ccccc3O)cc(=O)oc2c1
 : 6, 859
> O=C(CCn1cccn1)Nc1ccc2c(c1)OCCO2
 : -1, 743
> CCOC(=O)c1c(NC(=O)c2ccc(S(=O)(=O)N3CCOCC3)cc2)sc2c1CCN(C(C)C)C2
 : 13, 729
> CC1CN(C(=O)COC(=O)c2cc(=O)c3ccccc3o2)CC(C)O1 (stereo not given)
 : 5, 780
> CCCOc1ccc(-c2c(C(=O)N/N=C/C3CC=CCC3)nnn2-c2nonc2N)cc1 (stereo not given)
 : -6, 750
> O=C(NC(=S)Nc1ccc2nc[nH]c2c1)c1ccccc1
 : -13, 760
> CC(C)c1c(C(=O)N/N=C/c2ccc3c(c2)OCO3)nnn1-c1nonc1N
 : 7, 766
> Cc1ccc(/C=C/C(=O)NN2CCN(C)CC2)cc1
 : -1, 878
> COc1cc(OC)c(NC(=O)CN(C)S(=O)(=O)c2ccc(-c3ccc(=O)[nH]n3)s2)cc1Cl
 : -9, 772
> CCc1nc2ccc(C(=O)N3CCN(c4ccc([N+](=O)[O-])cc4)CC3)cc2nc1CC
 : -5, 703
> COc1ccc(NC(=O)c2sc3nc(N4CCOCC4)c4c(c3c2N)CCCC4)c(OC)c1
 : -5, 764
> O=C(Cn1c(=O)c2cccn2c2ccccc21)NCc1cccc(F)c1
 : -1, 787
> COc1cccc(C(=O)NCCNC(=O)c2cnccn2)c1
 : 18, 863
> CCn1ccnc1CN(C)C(=O)C1CCC(=O)N(CCc2cccc(F)c2)C1 (stereo not given)
 : 19, 622
> Cc1nc(Nc2ccc(Cl)cc2)c2oc3ccccc3c2n1
 : -25, 690
> COc1ccccc1NC(=O)C1CCCN(c2ncnc3c2nc2n3CCCCC2)C1 (stereo not given)
 : -10, 640
> C=CCNC(=O)C1CC(=O)N(c2ccc(OCC(=O)Nc3ccc(CC)cc3)cc2)C1 (stereo not given)
 : -2, 742
> Cc1ccc(C)c(OCCNc2ccc([N+](=O)[O-])cn2)c1
 : -17, 849
> NS(=O)(=O)c1ccc(CNS(=O)(=O)Cc2ccc(Cl)cc2)cc1
 : 6, 791
> Cc1nn(C)cc1S(=O)(=O)Nc1ccccc1Br
 : -3, 777
> CCc1nn(CC(=O)NCCc2ccc(OC)cc2OC)c(=O)c2cc3occc3n12
 : 10, 737
> Oc1ccccc1C=Nc1cccc2ccccc12
 : 10, 862
> O=C1CCC(C(=O)N2CCCCCC2)CN1CCc1ccc(Cl)cc1 (stereo not given)
 : -15, 739
> Cc1cc(N2CCN(C)CC2)nc2ccc(NC(=O)CCC(=O)NCCc3ccc(Cl)cc3)cc12
 : 22, 822
> Cc1ccc(NC(=O)c2cc([N+](=O)[O-])ccc2N2CCOCC2)cc1S(=O)(=O)N1CCOCC1
 : -18, 887
> Cn1nccc1C(=O)OCC(=O)Nc1ccccc1
 : 27, 795
> COc1ccccc1Nc1nn2c(=O)c3ccc(C(=O)NCc4cccnc4)cc3nc2s1
 : 3, 726
> Cc1ccc(S(=O)(=O)CCC(=O)OCC(=O)N2CCc3ccccc32)cc1
 : -1, 801
> Cc1ccc(OCc2cc(C(=O)NCCc3cccnc3)no2)cc1C
 : -4, 712
> Cc1ccc(C(NC(=O)NN2CCN(C)CC2)C(Cl)Cl)cc1F (stereo not given)
 : 8, 818
> CC(C)Oc1cccc(C2NC(=O)c3ccccc3O2)c1 (stereo not given)
 : -20, 826
> COCCNC(=S)N(CCO)Cc1cc2cc3c(cc2[nH]c1=O)OCCO3
 : -21, 836
> O=C(Cn1ccc2cc(S(=O)(=O)N3CCCC3)ccc21)NCCc1ccccc1
 : -38, 344
> CCOC(=O)C1CCN(C(=O)c2ccc3c(c2)S(=O)(=O)c2ccccc2C3=O)CC1
 : 5, 839
> Cc1cccc(NC(=O)CSc2nc3ccccc3nc2N2CC(C)OC(C)C2)c1 (stereo not given)
 : 2, 674
> CCN(CC)S(=O)(=O)c1ccc(N/N=C(\C)c2ccncc2)nc1
 : -25, 719
> CSc1ccccc1OCc1cc(C(=O)N2CCN(c3ccccc3)CC2C)no1 (stereo not given)
 : -6, 850
> Cc1ccccc1CNC(=O)CN1C(=O)c2ccccc2S1(=O)=O
 : 10, 827
> CC(=O)c1cccc(NC(=S)N2CCCC2)c1
 : -16, 801
> O=C1C2C3C=CC(CC3)C2C(=O)N1c1ccccc1F (stereo not given)
 : -4, 775
> COc1ccc(OC)c(NC(=O)NCc2cccnc2)c1
 : 7, 804
> Cc1ccc(-c2nc(S(=O)(=O)c3ccccc3)c(SCC(=O)NCC3CCCO3)o2)cc1 (stereo not given)
 : -8, 815

A second format for part of the listing above.
mol | Lipid droplet | Lipid droplet cells 6.5 µM
Cc1cccc(NC(=O)CSc2nc3ccccc3nc2N2CC(C)OC(C)C2)c1 (stereo not given) | 2 | 674
CCN(CC)S(=O)(=O)c1ccc(N/N=C(\C)c2ccncc2)nc1 | -25 | 719
CC(C)Oc1cccc(C2NC(=O)c3ccccc3O2)c1 (stereo not given) | -20 | 826
Cc1ccc(C(NC(=O)NN2CCN(C)CC2)C(Cl)Cl)cc1F (stereo not given) | 8 | 818
Cc1ccc(-c2nc(S(=O)(=O)c3ccccc3)c(SCC(=O)NCC3CCCO3)o2)cc1 (stereo not given) | -8 | 815
CCOC(=O)C1CCN(C(=O)c2ccc3c(c2)S(=O)(=O)c2ccccc2C3=O)CC1 | 5 | 839
Cc1ccc(OCc2cc(C(=O)NCCc3cccnc3)no2)cc1C | -4 | 712

Two successive compounds out of the list so far:
Below each compound – Lipid droplet, Lipid droplet cells 6.5 µM
> O=C(Cn1ccc2cc(S(=O)(=O)N3CCCC3)ccc21)NCCc1ccccc1
 : -38, 344
> CCOC(=O)C1CCN(C(=O)c2ccc3c(c2)S(=O)(=O)c2ccccc2C3=O)CC1
 : 5, 839

Further compounds:
Below each compound – Lipid droplet, Lipid droplet cells 6.5 µM
> COc1ccc(OC)c(S(=O)(=O)N2CCC(C(=O)NC3CCCC3)CC2)c1
 : 2, 787
> Cc1ccc(-c2nn(CCC(N)=O)c(=O)c3ccccc23)cc1
 : 2, 832
> O=c1c2c3c(sc2nc(NCCO)n1-c1ccccc1)CCCC3
 : -5, 840
> Cc1ccccc1CCN(C(=O)c1csnn1)C(C(=O)NC1CCCC1)c1ccncc1 (stereo not given)
 : -18, 732
> CCCNC(=O)NC(=O)CN1CCCC1c1ccc2c(c1)OCCO2 (stereo not given)
 : 2, 701
> NS(=O)(=O)c1cccc(NS(=O)(=O)c2ccc3ccccc3c2)c1
 : -3, 860
> CCOc1ccc2[nH]c(C(=O)N/N=C/c3cccc(OC)c3OC)cc2c1
 : -9, 791
> CCCS(=O)(=O)c1nc(S(=O)(=O)c2ccc(C)cc2)c(N2CCC3(CC2)OCCO3)s1
 : -11, 711
> Cc1nc(NCCc2ccc(O)cc2)c2nnn(Cc3ccccc3)c2n1
 : -11, 846
> CCN(CC)C(=O)Cn1cnc2sc(C)c(S(=O)(=O)N3CCC(C)CC3)c2c1=O
 : -6, 826
> CC(=O)c1ccccc1OCc1ccc(S(=O)(=O)Cc2ccccc2)cc1
 : 1, 789
> CCc1ccc(OCC(=O)Nc2ccc(S(=O)(=O)Nc3cc(C)on3)cc2)c(Br)c1
 : 2, 816
> CCOC(=O)N1CCN(C(=O)c2cc(OC)c(OC)c(OC)c2)CC1
 : 5, 828
> O=C(CSc1ccccc1)N1CCN(S(=O)(=O)c2ccccc2F)CC1
 : -14, 763
> COCc1ccc(CN2CCC(n3nccc3NC(=O)CCOc3ccccc3)CC2)o1
 : 4, 769
> Cc1cc(Br)ccc1NC(=O)CCS(=O)(=O)c1cccc2nonc12
 : -9, 803
> O=C(NCC1CCCCC1)c1cccc(-c2ccc(O)cc2)c1
 : 4, 821
> COCCn1c(C)nnc1SCC(=O)NNC(=O)c1ccc(Br)cc1
 : -21, 760
> Cc1ccc2c(c1)N(C(=O)CCC(=O)NCc1ccccc1)CC(C)O2 (stereo not given)
 : 2, 846
> CC1=C(CC(=O)O)c2cc(F)ccc2/C1=C/c1ccc(S(C)=O)cc1 (stereo not given)
 : 0, 827
> O=C(c1ccco1)N1CCN(Cc2c(F)cccc2Cl)CC1
 : 1, 852
> O=C(Nc1cccc(F)c1)c1cccnc1
 : -9, 819
> CC(=O)NC(Cc1c[nH]c2ccccc12)C(=O)NCc1ccco1 (stereo not given)
 : -3, 796
> O=C(NCCc1ccccc1)c1ccc2c(c1)N(Cc1ccccc1)CCS2
 : -36, 677
> C/C(=N\NC(=O)Cc1ccc(Cl)cc1)c1ccccc1O
 : -9, 817
> COc1ccc(Br)c(C(=O)NCC2CCCCC2)c1
 : -3, 808
> COc1ccccc1C1=NN(C(=O)c2ccccc2)C(c2ccc(Br)cc2)C1 (stereo not given)
 : -12, 686
> Cc1ccc(S(=O)(=O)N(C)CC(=O)NCCCn2ccnc2)cc1
 : 10, 826
> COc1ccc(C2=NO[C@H]3C[C@](C(=O)NC(C)C)(S(=O)(=O)c4ccccc4)C[C@@H]23)cc1
 : -2, 832
> CC1CCCCN1CCCNc1ccc(C(CC(N)=O)NC(=O)Cc2cccc3ccccc23)cc1[N+](=O)[O-] (stereo not given)
 : -2, 837
> CC(=O)c1cccc(N(CC(=O)Nc2ccccc2C(=O)N2CCCC2)S(C)(=O)=O)c1
 : 1, 816
> CN1C(=O)CSC1=Nc1cccc(Cl)c1
 : 13, 794
> CC1(c2nnc(-c3cccc(Cl)c3)o2)CC(c2ccccc2Br)=NO1 (stereo not given)
 : -9, 756
> C/C(=N/NC(=O)CNC(=O)c1cccs1)c1ccc(Cl)cc1
 : -1, 733
> CCC(Sc1nnc(C)c(=O)[nH]1)C(=O)Nc1cccc2ccccc12 (stereo not given)
 : 7, 768
> CCOC(=O)/C=C1\CN(Cc2ccc(OC)cc2)S(=O)(=O)c2ccccc21
 : -12, 718
> Cc1ccc(C(=O)Nc2cccnc2)cc1Cl
 : -1, 805
> CC(=O)c1cccc(NC(=O)CCn2c(=S)oc3ccccc32)c1
 : 4, 814
> Cc1ccc(Cl)cc1NC(=O)CN1CCN(C(=O)C2CCCO2)CC1 (stereo not given)
 : 6, 773
> Cc1ccc(C(=O)c2oc3ccc(Cl)cc3c2NC(=O)CN2CCN(C)CC2)cc1
 : -9, 635
> CS(=O)(=O)N(CC(=O)N1CCCC1)c1ccccc1Br
 : 0, 803
> COc1ccc(Cl)cc1S(=O)(=O)NC(C)C(=O)NCc1ccncc1 (stereo not given)
 : 0, 818
> CCOC(OCC)c1ccc(/C=C\c2nccc(N)n2)cc1
 : 3, 402
> CC(=O)Nc1cccc(OCC(=O)NC(C)c2ccc3ccccc3c2)c1 (stereo not given)
 : 68*, 805*
> O=C(c1ccccc1NS(=O)(=O)c1ccccc1)N1CCCCCC1
 : -11, 761
> CSc1nc(C(C)C)ccc1CNC(=O)CC(C)c1ccccc1 (stereo not given)
 : -3, 837
> O=C(NC(=S)N1CCN(c2ccccc2)CC1)c1ccccc1
 : 10, 694
> CCN(CC)CCN(C(=O)c1ccc2c(c1)OCCO2)c1nc2cc3c(cc2s1)OCO3
 : 0, 808
> CCCc1cc(=O)oc2cc(OCC(=O)NC3CC(C)(C)NC(C)(C)C3)ccc12
 : 6, 727
> Cc1ccc(C(=O)CN2CCN(c3ccccn3)CC2)c(C)c1
 : -6, 802
> O=C(Nc1cccc(-c2cccc(F)c2)c1)C1CCN(Cc2ccco2)CC1
 : 2, 657
> Cc1ccc(CCNS(=O)(=O)c2c(C)nc3sccn3c2=O)cc1
 : 18, 744
